# Source: PubChem (National Center for Advancing Translational Sciences (NCATS))
# A-T KAP1 phos – potential ataxia-telangiectasia treatments restoring KAP-1 phosphorylation; 320,000 tested, 0.19% active; Potency, µM (doses to about 57.5 µM), for the others: at the top dose activation, actives largely listed as activators; […] A-T fibroblasts, KAP-1 phosphorylation AlphaLISA; neocarzinostatin DNA damage 30 min before lysis; note: potency is the fitted concentration of half-maximal effect; % of control where 0% means no effect; nearly all actives have a fitted effect of over 45% in size
#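 ATM-like activity read as KAP-1 phosphorylation via AlphaLISA donor/acceptor antibody pairs after lysis and 6 hr at 25C. Cells were ATM-null patient fibroblasts ([…], hTERT), dosed 60 min, then exposed to the DSB inducer NCS for 30 min.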
# BRCA1 expr act – activators of BRCA1 expression. MCF7-BRCA1-FFLuc reporter, luminescence, 48 h; response scale: scaled: vehicle 0%, 10 µM genistein 100%. 380,000 tested, 1.1% active. Potency, µM (series often up to 46.1 µM), for the others: at the top dose activation, hits mostly activators. AID 624202; note: potency is the fitted concentration of half-maximal effect; nearly all actives have a fitted effect of over 80% in size; some results filed as inactive show a strong effect at the top dose
#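 Compounds are tested at multiple concentrations on MCF7 BRCA1-luciferase reporter cells seeded at 2000 per well; after 48 h, a single luminescence end-point is taken and curves fitted to the normalized data.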
# p53 reactivator – restores transcriptional activity of mutant p53 | H1299 p53-A138V BP100-luciferase reporter, luminescence, 24 h | Potency, µM (top dose mostly 92.2 µM), without a hit: at the top dose activity change, positive = activation, hits mostly activators | 320,000 tested, 0.063% active | AID 504706; note: potency is the fitted concentration of half-maximal effect; % of control where 0% means no effect; nearly all actives have a fitted effect of over 45% in size
#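 p53-null H1299 cells stably carrying temperature-sensitive p53-A138V and a BP100-luciferase reporter were pinned with compounds (4-point, 1:5 series) and held 24 hrs at 37 deg C. Luminescence was read 10 min after detection reagent.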
# TCR act – activators of T cell receptors; primary human leukocytes, anti-CD3, IL-2 HTRF, 48 h; Potency, µM (top dose mostly 9.22 µM), for inactives: top-dose activation of IL-2 secretion, actives largely listed as activators; 330,000 tested, under 10 active; AID 504894; note: % of control where 0% means no effect
#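 IL-2 produced over 48 hr by a-CD3 bead-stimulated primary human leukocytes exposed to compounds was detected with a homogeneous time-resolved FRET immunoassay, 665nm acceptor signal after 320nm excitation.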
# Integrin act MD – activates integrin-mediated alleviation for muscular dystrophy; alpha7betagal myoblasts, beta-gal FDG fluorescence, 48 h; Potency, µM (top dose mostly 38.3 µM), for the others: at the highest dose activation, usual class: activators; 350,000 tested, 0.064% active; AID 624291;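 note: potency is the fitted concentration of half-maximal effect; 100% = response of the positive control SU9516; nearly all actives have a fitted effect of over 60% in size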
#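 alpha7betagal+/- myoblasts (passage 13, 250/well) treated 48 h at 37C with compounds at 1:260 dilution of DMSO stock. Lysed, then beta-galactosidase activity read as FDG fluorescence (ex 480/em 540) after 30 min, with pre-read for autofluorescence.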
# PTAP TSG101 blk – blocks PTAP/TSG101 interaction to inhibit HIV-1 budding. Fluorescence polarization, FITC-PTAP peptide / Tsg101 binding. Q99816. 340,000 tested, under 10 active. Potency, µM (doses to about 115 µM), inactives show top-dose activity change, negative = inhibition, usual class: inhibitors; active = well fitted inhibition curve with a large enough effect in the main read-out, with a control signal flat, not every such curve was filed as active; inconclusive = small, poorly fitted or top-dose-only effect, or effect the other way, or a change in a side signal; inactive = no such curve, though single readings can be large or run the other way; note: potency is the fitted concentration of half-maximal effect; % of control where 0% means no effect
#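 Tsg101 binding domain (10 uM final) was mixed with compound and a FITC-labeled PTAP peptide (50 nM final) in HEPES pH 7.5 buffer with NaCl, Tween 20, EDTA and TCEP; fluorescence polarization was read after 20 min at r.t.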
# CXXC DNA block – inhibitors of human MLL CXXC domain-DNA interaction; Q03164; 290,000 tested, 0.037% active; Potency, µM (series often up to 115 µM), for inactives: top-dose activity change, negative = inhibition, actives largely listed as inhibitors; MLL-CXXC / FITC-HOXA9 DNA fluorescence polarization; active = well fitted inhibition curve with a large enough effect in the polarisation, with a control signal flat, not every such curve was filed as active; inconclusive = small, poorly fitted or top-dose-only effect, or effect the other way, or a change in a side signal; inactive = no such curve, though single readings can be large or run the other way; the % refers to the polarisation; note: potency is the fitted concentration of half-maximal effect
#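 Steps: dispense CXXC domain solution (7 uM) → pin compounds or unlabeled HOX-A9 DNA control → 5 min ambient → add FLSN-HOX-A9 solution (50 nM) → spin → 30 min ambient → fluorescence polarization. Tris pH 7.5/NaCl/DTT/BSA buffer.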
# TRPV1 ag – activates the human vanilloid receptor TRPV1; TRPV1-expressing cells, Fluo-8 calcium influx, agonist mode; 320,000 tested, 0.19% active; Q8NER1; AID 540275; activation, % at 8.33 µM; in the data active = activation above about 80%; inconclusive = between about 30% and that limit; note: 0% is about no effect
#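 Cells expressing TRPV1 were dye-loaded with Fluo-8 and read kinetically: 10 s baseline, 3 min after compound (agonist portion), then 2 min after EC20 capsaicin (allosteric enhancer portion). Calcium-bound dye fluorescence at 480/520 nm.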
# B2AR arrestin – agonists driving beta-arrestin recruitment to human beta2-adrenergic receptor; 330,000 tested, 0.02% active; Potency, µM (doses to about 46.1 µM), for the others: at the highest dose activation, hits mostly activators; beta-arrestin recruitment to beta2AR, cell-based reporter;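 note: potency is the fitted concentration of half-maximal effect; 0% = DMSO controls and full agonism = EC100 isoproterenol or metaproterenol; nearly all actives have a fitted effect of over 65% in size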
# ELG1 repair inh – blocks ELG1-dependent DNA repair in HEK293T cells; HEK293T ELG1-luciferase reporter, luminescence, 16 h; DNA damage induced by 5-fluorouridine; Potency, µM (titrated, usually from 46.1 µM), inactives show top-dose activity change, negative = inhibition, hits mostly inhibitors; 330,000 tested, 2.3% active; note: potency is the fitted concentration of half-maximal effect; % is set by controls: 0 for no effect and ±100 for the full control effect; nearly all actives have a fitted effect of over 55% in size
#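 Reporter activity after DNA damage by 5-fluorouridine is monitored. Compound-treated cells incubate 16 hr at 37 °C, then ONE-Glo is added for 30 min before luminescence reading.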
# * = called active by the depositor; ? = inconclusive; · = not tested or not shown; [ ] = dose if it differs, or a comment. Unless noted, calls come from the whole dose curve; as a rule, active = well fitted curve in the direction sought with a large enough effect; inconclusive = small, poorly fitted or top-dose-only effect, or another doubt; inactive = no such curve, though single readings can be large; an effect the other way counts as inactive or inconclusive.
SMILES,A-T KAP1 phos,BRCA1 expr act,p53 reactivator,TCR act,Integrin act MD,PTAP TSG101 blk,CXXC DNA block,TRPV1 ag,B2AR arrestin,ELG1 repair inh
CCOc1ccc(S(=O)(=O)N2CCC(C(=O)N3CCCCCC3)CC2)cc1Cl,-2%,-34%,-39%[inhibitor],4%,-9%,·,2%,8,-0.1%,?
CC(C)C(C(=O)NCC1CCCO1)N(C(=O)CNS(=O)(=O)c1ccccc1)C1CCCCC1 (centres undefined),9%,0%,-2%,-26%,20%,-3%,-6%,4,-0.6%,-8%
Cc1ccc(-c2cc(NC(=O)CSc3n[nH]c(N)n3)n(-c3ccccc3)n2)cc1,1%,6%,1%,5%,17%,-6%,-11%,6,0.4%,7%
CCC(C)C(=O)Nc1nc2ccc(S(C)(=O)=O)cc2s1 (centres undefined),-12%,94%,2%,-7%,16%,1%,2%,-1,-0.7%,-14%
O=C(C1CCN(S(=O)(=O)c2ccc(F)cc2)CC1)N1CCOCC1,6%,3%,4%,-1%,29%,-5%,1%,-1,-1.0%,?
O=C(NNc1nc(Nc2ccccc2)nc(N2CCOCC2)n1)Nc1ccc(Cl)cc1,0%,-86%,-11%,-7%,-45%[inhibitor],2%,6%,-1,-0.1%,-7%
CCOCCCNC(=O)C(NC(=O)c1ccccc1O)c1ccccc1 (centres undefined),-1%,19%,-3%,4%,9%,0%,0%,-3,0.2%,27%
COc1ccc2oc(C(=O)OCC(=O)NC3CC3)c(C)c2c1,5%,17%,29%,2%,-6%,-1%,5%,0,0.3%,?
COc1ccc(-c2cn3cccc(C)c3n2)cc1F,4%,?,4%,9%,4%,0%,4%,5,-0.7%,?
Cc1ccc(C(=O)CC2(O)C(=O)N(CN3CCOCC3)c3ccccc32)cc1 (centres undefined),·,-28%,8%,-4%,22%,2%,-9%,·,-0.7%,8%
CCOc1ccc(CCNC(=O)Cn2c(=O)oc3ccccc32)cc1OCC,-1%,-7%,0%,0%,-23%[7.66 µM],-4%,-5%,3,2.6%,0%
Cc1cccn2c(=O)c3cc(C#N)c(=NC(=O)c4cccs4)n(CC(C)C)c3nc12,-5%,-17%,3%,-14%,6%,-13%,4%,-2,-0.6%,1%
COc1ccc(/C=C2\CCCC3C2=NN(C(=O)COC(=O)CNC(=O)c2ccccc2)C3c2ccc(OC)cc2)cc1 (centres undefined),0%,-1%,1%,5%,0%,0%,34%[activator],-2,0.0%,-3%
Cc1cc(C)c2c(CN3CCN(Cc4ccc5c(c4)OCO5)CC3)cc(=O)oc2c1,1%,-14%,-4%,-3%,-14%,-1%,-3%,4,0.3%,?
CCOc1ccc(CC(=O)N2N=C(C)CC2(O)C(F)(F)F)cc1 (centres undefined),6%,21%,16%,0%[46.1 µM],7%,-2%,3%,2,-0.6%,5%
CN(C)S(=O)(=O)c1ccc2c(c1)nc(CCC(=O)NCCc1ccc(Cl)cc1)n2C,4%,1%,-4%,-1%,5%,-2%,1%,1,-0.6%,-27%
CCCNC(=O)COc1cccc(C(=O)NCc2ccccc2)c1,2%,4%,0%,1%[46.1 µM],-16%,-1%,-7%,2,0.2%,-3%
Clc1ccc(/C=C/c2nc(Cl)c(-c3ccc(Cl)cc3)c(Cl)n2)cc1,-4%,8%,-5%,-8%,8%,-4%,-9%,-7,-0.7%,-9%
O=C(Nc1ccc(Cl)cc1Cl)C1CCC(=O)N1Cc1ccccc1Cl (centres undefined),11%,-3%,-10%,8%,9%,-17%,-3%,-4,-0.2%,2%
COc1ccc(NC(=O)CSc2nc(O)cc(=O)n2C)cc1,0%,-3%,-1%,-2%,-13%,3%,-18%,0,0.2%,7%
CC(=O)Nc1ccc(-c2csc(NNC(=O)c3ccc(C)cc3)n2)cc1,-3%,-20%,10%,0%,-2%,0%,-3%,-1,-0.2%,-20%
O=C(CN1C(=O)CSc2ccccc21)Nc1ccc2c(c1)OCCO2,·,20%,6%,-4%,-12%,-1%,2%,7,0.0%,0%
Cc1cc(C(=O)NNc2ccc(C(C)C)cc2)n(C(C)(C)C)n1,-11%,-19%,1%,3%,-31%,4%,4%,5,-0.6%,-22%
CCc1ccccc1N1C(=O)C2CC=CCC2C1=O (centres undefined),10%,-2%,-5%,0%,30%,0%,-1%,-3,0.0%,-4%
O=C(c1ccc2ccccc2c1)C1CCCN(C(=O)CN2C(=O)CSC2=O)C1 (centres undefined),0%,-16%,2%,-5%,-15%,-3%,-7%,7,-1.8%,?
O=C(CNC(=O)c1cccc(F)c1)N/N=C/c1cccnc1,1%,-26%,7%,3%,7%,-4%,4%,1,-0.1%,?
CN(c1ccccc1)S(=O)(=O)c1cccc(NC(=O)c2nn(C)c(=O)c3ccccc23)c1,-9%,-41%,-9%,·,-17%,-4%,·,-10,0.1%,18µM*
Cc1cccc2[nH]c(SCC(=O)O)nc12,6%,-16%,1%,1%,4%,-1%,-4%,1,0.5%,-3%
Cc1cc(NC(=O)COC(=O)[C@@H](NS(=O)(=O)c2ccccc2)C(C)C)no1,-4%,-10%,1%,3%,8%,-8%,16%,-2,-0.2%,-19%
COc1ccc(Cl)cc1-n1c(C)cc(C=O)c1C,-3%,-8%,-4%,2%,-16%,-13%,-4%,13,-0.7%,5%

# Reprinted from the part before: 3 compounds, followed by the next part.
SMILES,A-T KAP1 phos,BRCA1 expr act,p53 reactivator,TCR act,Integrin act MD,PTAP TSG101 blk,CXXC DNA block,TRPV1 ag,B2AR arrestin,ELG1 repair inh
Cc1cccc2[nH]c(SCC(=O)O)nc12,6%,-16%,1%,1%,4%,-1%,-4%,1,0.5%,-3%
Cc1cc(NC(=O)COC(=O)[C@@H](NS(=O)(=O)c2ccccc2)C(C)C)no1,-4%,-10%,1%,3%,8%,-8%,16%,-2,-0.2%,-19%
COc1ccc(Cl)cc1-n1c(C)cc(C=O)c1C,-3%,-8%,-4%,2%,-16%,-13%,-4%,13,-0.7%,5%
Clc1cccc(/C=N/N2CCN(Cc3ccccc3)CC2)c1,-3%,?,-12%,3%,11%,0%,5%,0,-0.5%,?
COC(=O)c1sccc1NC(=O)CC1C(=O)NCCN1C(=O)c1ccccc1 (centres undefined),-5%,-25%,-2%,9%,?,-3%,-4%,1,-0.6%,9%
C[C@H]1CCC[C@]2(C)C[C@H]3OC(=O)C(CN4CCCCCC4)[C@H]3C=C12 (some centres undefined),21%,-74%[inhibitor],-7%,-1%,-69%[inhibitor],2%,5%,3,-0.1%,?
CC(C)COC(=O)C(N)C(C(=O)OCC(C)C)c1ccccc1 (centres undefined),-2%,-21%,-1%,-10%,14%,0%,8%,28,-0.2%,-11%
Cc1ccc(C)c(N2CCN(CC3CC=CCC3)CC2)c1 (centres undefined),10%,-5%,-1%,-4%,-1%,0%,4%,5,0.1%,-7%
CCOc1ccc(NC(=O)CN(C)C(=O)c2ccc3c(c2)S(=O)(=O)N=C2CCCCCN23)cc1OCC,·,-18%,·,-1%,-23%,1%,·,·,·,·
COc1cccc2c(SCC(=O)N/N=C/c3ccc(O)cc3O)cc(C)nc12,-5%,-63%,4%,-1%,-32%,-8%,16%,-1,-0.2%,-20%

# Structures above containing an NH in an aromatic ring:
SMILES,A-T KAP1 phos,BRCA1 expr act,p53 reactivator,TCR act,Integrin act MD,PTAP TSG101 blk,CXXC DNA block,TRPV1 ag,B2AR arrestin,ELG1 repair inh
Cc1ccc(-c2cc(NC(=O)CSc3n[nH]c(N)n3)n(-c3ccccc3)n2)cc1,1%,6%,1%,5%,17%,-6%,-11%,6,0.4%,7%
Cc1cccc2[nH]c(SCC(=O)O)nc12,6%,-16%,1%,1%,4%,-1%,-4%,1,0.5%,-3%
